Screens deposited in PubChem by National Center for Advancing Translational Sciences (NCATS).
D2 antagonist: D2 dopamine receptor (human) antagonism; actives 2% (n = 340,000); AID 485344; HEK293 TREx D2 cells, calcium flux, dopamine EC80; inhibition, % at 10 µM; in the data active means inhibition above about 30%; further: 0% is about no effect
Target sequence (P14416 whole entry, looked up): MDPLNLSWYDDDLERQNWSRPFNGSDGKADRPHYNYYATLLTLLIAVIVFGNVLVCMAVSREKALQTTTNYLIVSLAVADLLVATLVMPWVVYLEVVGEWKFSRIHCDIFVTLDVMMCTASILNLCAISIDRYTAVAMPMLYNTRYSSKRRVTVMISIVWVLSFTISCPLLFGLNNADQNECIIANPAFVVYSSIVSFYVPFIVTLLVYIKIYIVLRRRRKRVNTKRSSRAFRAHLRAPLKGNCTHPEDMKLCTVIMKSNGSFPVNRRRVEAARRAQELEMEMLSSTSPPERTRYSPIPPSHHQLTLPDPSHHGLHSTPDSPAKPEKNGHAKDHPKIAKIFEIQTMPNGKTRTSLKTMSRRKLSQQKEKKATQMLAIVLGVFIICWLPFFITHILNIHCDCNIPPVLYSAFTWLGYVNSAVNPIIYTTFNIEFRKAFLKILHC
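Inhibition of EC80 dopamine-driven calcium flux, recorded kinetically, defines activity here; cells are a tetracycline-induced HEK293 T-REx line expressing force-coupled D2.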
D1 ag: human D1 receptor agonism; activation, % at 2 µM; HEK293 T-REx D1 cells, calcium flux, agonist mode; AID 504660; actives 1% (n = 360,000); further: 0% is about no effect
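Agonism was scored from calcium flux recorded over 180 s (1 read/s) after pintool compound addition, following a 10-cycle baseline. Cells were inducible force-coupled HEK293 TREx D1, plated overnight at 30 C and loaded with no-wash calcium dye.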
TRHR ag: activates the human TRH receptor | P34981 | TRHR cells, calcium flux fluo-8, FDSS agonist mode | activation, % at 2 µM | actives 0.18% (n = 360,000) | AID 493084; further: 0% is about no effect
Target sequence (P34981 whole entry, looked up): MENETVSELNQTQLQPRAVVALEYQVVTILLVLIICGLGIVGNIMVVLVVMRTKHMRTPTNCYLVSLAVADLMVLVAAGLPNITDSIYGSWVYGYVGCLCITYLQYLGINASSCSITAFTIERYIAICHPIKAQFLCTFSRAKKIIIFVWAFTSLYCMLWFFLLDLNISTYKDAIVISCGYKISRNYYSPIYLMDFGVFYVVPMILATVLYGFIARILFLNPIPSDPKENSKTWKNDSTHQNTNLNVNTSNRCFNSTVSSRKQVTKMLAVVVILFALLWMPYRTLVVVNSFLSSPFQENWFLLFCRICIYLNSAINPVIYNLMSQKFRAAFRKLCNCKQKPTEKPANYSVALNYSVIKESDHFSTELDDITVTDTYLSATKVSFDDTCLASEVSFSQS
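In this calcium-flux screen, cells bearing human TRHR are dye-loaded with fluo-8, baselined for 10 cycles, then exposed to library compounds; positive kinetic calcium responses during the agonist phase mark hits, with TRH as control.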
TRHR enhancer: allosteric enhancers of human TRH receptor; AID 493056; P34981; actives 0.66% (n = 360,000); TRHR cells, fluo-8 calcium fluorescence, EC20 TRH enhancement; enhancement, % at 2 µM; in the data active means enhancement above about 30%; further: 0% is about no effect
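TRHR-expressing cells loaded with fluo-8 calcium dye were read kinetically (ex 480/em 530) during compound addition, then stimulated with an EC20 of TRH (10 nM final). Enhancement of the Gq-mediated intracellular calcium response was scored.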
D1 antagonist: human D1 dopamine receptor antagonism; P21728; HEK293 TREx D1 cells, calcium flux, dopamine EC80; active compounds read low; activity change, negative = inhibition, % at 10 µM; actives 3.2% (n = 360,000); in the data active means activity change below about -30%; further: on the % scale 0 is the no-effect control and ±100 the full control effect
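HEK293 T-REx cells expressing inducible, force-coupled D1 receptor; no-wash Ca dye, 30–90 min RT. Cmpd → 180 s read at 1 Hz → EC80 DA → 180 s read.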
D2 PAM: D2 dopamine receptor (human) potentiation; P14416; HEK293 T-REx D2, calcium flux, EC20 dopamine potentiation; potentiation, % at 10 µM; actives 0.34% (n = 340,000);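 active means potentiation over 3 SD above the plate norm, cut at about 30% in these data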; further: 0% is about no effect
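Tetracycline-induced Hek293 Trex D2 cells, force-coupled to calcium, loaded with no-wash calcium dye. Compound added with 180 s kinetic read for agonism, then EC20 dopamine and a further 180 s read for potentiation.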
D1 potentiator: human D1 dopamine receptor positive modulation | actives 0.036% (n = 360,000) | HEK293 TREx D1 cells, calcium flux, dopamine EC20 potentiation | potentiation, % at 10 µM | P21728 | AID 504651; in the data active means potentiation above about 30%; further: 0% is about no effect
D2 ag: agonists of human D2 dopamine receptor; activation, % at 2 µM; actives 0.53% (n = 340,000); HEK293 T-REx D2 cells, calcium flux agonist mode;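 active means activation over 3 SD above normal in the single-dose calcium agonist read, cut at about 30% in these data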; further: 0% is about no effect
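Tetracycline-induced HEK293 T-REx cells with force-coupled D2 receptor, plated overnight at 30 C, loaded with no-wash calcium dye. After a 10 s baseline, compound was pin-added and calcium flux read kinetically for 180 s; calcium rises flagged agonists.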
RXFP1 antagonist: antagonists of human relaxin receptor RXFP1 | activity change, negative = inhibition, % at 57.5 µM | actives 0.59% (n = 350,000) | Q9HBX9 | HEK293-RXFP1, relaxin-stimulated cAMP HTRF, 30 min; active compounds read low;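 active means activity change of -60% or lower, but not beyond a set lower limit; inconclusive means change between -60% and -40%, or beyond the set limit; inactive means change above -40%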; further: on the % scale 0 is the no-effect control and ±100 the full control effect
* marks the source's active call; other numbers are inactive results; ? = inconclusive; / = no result given; & = joins results of further samples. Unless noted, no stated cut-off is given here; in the data, active means activation above about 30%; inactive means the rest.

SMILES	D2 antagonist	D1 ag	TRHR ag	TRHR enhancer	D1 antagonist	D2 PAM	D1 potentiator	D2 ag	RXFP1 antagonist
FC(F)(F)c1nnc2c(Sc3ccccn3)nc3ccccc3n12	0	0	-0.1	-3	2	3	4	1.6	2
CCCN1CCN(C(=S)Nc2sc(CC)cc2C(=O)OC)CC1	2	3	0.3	13	0	-6	-12	0.6	-6
CC(NC(=O)c1ccc2c(c1)OCO2)c1cccc(C(F)(F)F)c1 (configuration not stated)	5	1	-0.4	-4	-7	5	-5	0.1	2
COc1ccc(NC(=O)CSc2nc(SC)ns2)cc1	7	1	-0.2	6	-12	-1	-5	-1.3	-1
Cc1ccc(S(=O)(=O)N2CCN(CC(=O)NCC3(N4CCOCC4)CCCCC3)CC2)cc1	6	0	0.2	3	-10	3	-6	-0.4	-9
O=C(Nc1cc(C(F)(F)F)ccc1N1CCOCC1)c1ccc(Br)o1	30	4	-0.3	-1	8	3	-7	1.0	-8
COc1ccc(/C=C/C(=O)NC(=S)Nc2ccccc2)cc1OC	/	2	0.9	0	3	/	2	/	8
Cc1csc(=O)n1CCC(=O)OCC(=O)Nc1ccc(C(N)=O)cc1	-3	1	0.0	1	-1	-4	-2	0.1	-8
CCC(=O)Nc1ccc(C(=O)CSc2nc3ccccc3[nH]2)cc1	10	3	-0.6	-9	14	4	-1	-0.8	?
O=C(NC(=S)NCc1ccco1)c1cccc(Cl)c1	-8	1	0.1	-11	7	2	9	0.7	/
O=C(NCCCN1CCCC1=O)Nc1ccc(Cl)cc1Cl	-4	2	-0.2	-4	8	-4	-4	0.8	-5
Cc1ccc(C)c(NC(=O)CN(CCc2ccccc2)S(=O)(=O)c2ccccc2)c1	/	12	1.8	-1	18	-12	-2	0.9	-9
COc1cccc(CN(CC(=O)NC2CCCCC2)C(=O)c2csnn2)c1	5	4	0.3	18	-8	18	-5	1.0	-26
CCc1ccccc1NC(=O)Cn1c(=O)n(CCCS(=O)(=O)C2CCCCC2)c(=O)c2ccccc21	/	12	-1.1	0	2	6	0	0.1	/
O=C(NN1C(=O)C2C(C1=O)C1C=CC2C12CC2)c1ccccc1Cl (configuration not stated)	10	0	-0.1	-1	0	-1	-2	0.7	-31
CC(C)(C)c1ccc(S(=O)(=O)N2CCN(C(=O)C3CCC3)CC2)cc1	0	10	-0.1	-2	-13	-8	-7	0.3	-2
COc1ccccc1NC(=O)N(CCN(C)C)Cc1cc2cc(C)ccc2[nH]c1=O	12	2	-0.2	-2	3	10	2	-0.4	-9
CCc1cc(=O)[nH]c(SCC(=O)Nc2cc(C)on2)n1	-8	-1	-0.1	2	-16	-6	-1	-0.5	20
CCC(C)NC(=O)CSc1c2c(nc3ccccc13)CCCC2 (configuration not stated)	6	1	-0.4	-9	14	-11	-1	-0.1	-7
Cc1ccc(-c2cc(C(F)F)n3ncc(C(=O)N4CCN(c5cccc(C)c5C)CC4)c3n2)cc1	16	1	-0.3	3	-3	-13	-4	0.4	-1
N=C1C(c2ccccc2)=C(O)CN1c1cccc(S(N)(=O)=O)c1	-8	1	0.3	-5	13	12	-6	1.2	-4
CC(=O)c1cccc(OCC(O)CNCCc2ccc(Cl)cc2)c1 (configuration not stated)	-13	26	1.2	2	-6	5	-1	0.9	1
CN(C(=O)COC(=O)c1ccc(=O)n(Cc2ccccc2)n1)C1CCS(=O)(=O)C1 (configuration not stated)	8	0	-0.4	5	-5	1	2	-0.1	-1
CCOC(=O)c1nnc(-c2ccccc2)nc1Oc1ccc(Cl)cc1	-5	-1	-0.2	0	-5	-3	-5	-0.3	1
COc1ccc([C@@H]2[C@@H]3C(=O)N(C(C)(C)C)C(=O)[C@@H]3[C@]3(C)C(=O)N(c4ccc(C)cc4)C(=O)N23)cc1	7	2	0.0	4	-8	8	2	0.1	/
More results:
SMILES	D2 antagonist	D1 ag	TRHR ag	TRHR enhancer	D1 antagonist	D2 PAM	D1 potentiator	D2 ag	RXFP1 antagonist
Cn1nnnc1SCCCNCc1cccc(OCc2ccc(Cl)cc2)c1	/	74*	0.4	-2	-15	-19	1	12	-5
O=C(Nc1ccccc1NC(=O)NC1CCCCC1)NC1CCCCC1	5	3	0.5	-21	-8	0	-1	0.3	0
COc1ccc(NC(=O)CCCC(=O)OCC(F)(F)C(F)F)cc1	-17	0	-0.3	7	2	-2	8	-0.3	-5
COc1c(C)cccc1C(=O)Nc1ccc(Cl)c(-c2nc3cc(C)ccc3o2)c1	/	4	2.3	-5	-15	-14	-5	1.0	-23
CCOc1ccc(Nc2oc(-c3ccc(COc4ccccc4C)o3)nc2C#N)cc1	/	2	0.0	0	6	/	-2	0.4	0
CSc1nc(C)c(C(=O)C[n+]2ccccc2)cc1C#N	-10	3	1.0	-2	19	-3	-1	0.5	1
Cc1ccc(-n2c(SCC(=O)Nc3cccc(F)c3)nc3c(oc4ccccc43)c2=O)cc1C	/	5	0.8	-14	-8	2	-6	2.6	/
O=C(Nc1ccc2c(c1)CCC2)Nc1ccc(F)cc1F	-19	3	2.0	-2	-10	4	-4	0.0	-10
C=CCn1c(C)c(C(C)=O)c(N2CCCC2)nc1=S	-7	1	-0.2	-2	-2	2	2	0.6	-2
CCOC(=O)c1c(S(=O)(=O)NCC(=O)Nc2ccc(F)cc2C)c(C)n(C)c1C	/	3	-1.0	-3	6	/	-3	-0.1	-2
Cc1ccsc1-c1n[nH]c(=S)n1CC(C)C	6	2	1.3	-5	-8	1	-3	0.3	-18
CC(=O)N1CCN(c2ccc(NCc3cccc4ccccc34)cc2)CC1	-30	14	-0.6	-2	-18	-2	-3	0.6	-20
O=C(COc1ccc(Br)cc1)N(Cc1cccs1)C1CCS(=O)(=O)C1 (configuration not stated)	/	2	0.6	-1	-2	/	7	/	21
CCc1ccc(CNC(=O)c2cc3c(=O)oc4ccc(C)cc4c3s2)cc1	/	-1	0.5	2	-14	13	-3	1.6	/
O=C(/C=C/c1ccc2c(c1)OCO2)NCCSCc1ccc(Cl)cc1	5	11	1.8	-1	-26	-4	-9	0.5	-3
CC1CCCCN1C(=O)CSc1nnc(CSc2ncccn2)n1C (configuration not stated)	-6	1	-0.1	-6	-7	-8	3	-0.3	9
CCNS(=O)(=O)c1ccc2nc(NC(=O)/C=C/c3cc(OC)c(OC)c(OC)c3)sc2c1	-38	0	1.6	2	-2	3	1	1.5	5
Cn1c(/C=C/c2ccccc2[N+](=O)[O-])nc2ccccc2c1=O	6	1	-1.5	-3	7	0	8	-0.4	10
C/C(=N\Nc1ccc([N+](=O)[O-])cc1[N+](=O)[O-])c1cccnc1	-2	3	-0.4	6	-3	3	3	-0.8	7
Cc1ccc(C(=O)Oc2ccc(-c3nccc(-c4ccccn4)n3)cc2)cc1	0	2	-0.2	2	0	12	4	-0.7	-4
CCOc1ccc2oc(C(=O)NC3CCN(Cc4ccccc4)CC3)c(C)c2c1	-12	3	0.0	7	7	-17	1	-0.4	-24
Cc1cc(Br)ccc1NC(=O)Cn1cc(S(=O)(=O)N2CCN(c3ccccc3F)CC2)c2ccccc2c1=O	/	3	1.2	-2	-21	-1	-4	0.2	/
COc1cc(C2C(=O)c3ccccc3C2=O)ccc1O	9	4	4.4	-5	6	8	5	0.6	6
COCCCNC(=O)CCc1c(C)nc2cc(-c3ccc(Cl)cc3)nn2c1C	/	7	-0.7	10	-54*	-3	-5	/	/
CN1CC(=O)N/C1=N\C(=O)Nc1ccc2c(c1)N(C)C(=O)CS2	-8	1	0.0	0	2	-6	5	-0.1	-4

Results in D1 potentiator, TRHR ag and D2 antagonist (2 entries from above):
SMILES	D1 potentiator	TRHR ag	D2 antagonist
C=CCn1c(C)c(C(C)=O)c(N2CCCC2)nc1=S	2	-0.2	-7
CCOC(=O)c1c(S(=O)(=O)NCC(=O)Nc2ccc(F)cc2C)c(C)n(C)c1C	-3	-1.0	/

More compounds:
SMILES	D2 antagonist	D1 ag	TRHR ag	TRHR enhancer	D1 antagonist	D2 PAM	D1 potentiator	D2 ag	RXFP1 antagonist
CCc1c(C)nc2ncnn2c1N1CCN(S(=O)(=O)c2ccc(OC)cc2)CC1	/	5	0.1	5	24	/	2	/	5
O=C(NCc1ccco1)NC12CC3CC(CC(C3)C1)C2	-11	1	0.3	-2	-9	28	-1	-0.6	-7
CN(C)CC(=O)Nc1ccc(Oc2ccc(Cl)cc2)cc1	-4	26	1.1	-1	-15	-9	-9	11	-11
COc1cc(OC)c(N(C)C(=O)c2c(C)oc3ncn(CC(C)C)c(=O)c23)cc1Cl	/	0	0.3	12	0	2	3	1.1	/
COc1ccc(CNC(=O)c2ccc(CS(=O)Cc3ccc(Cl)cc3)o2)cc1 (configuration not stated)	19	1	-0.3	-6	34	9	4	-2.7	-7
c1ccc(C(c2nnnn2Cc2cccs2)N2CCN(C3CCCC3)CC2)cc1 (configuration not stated)	-4	4	0.1	5	4	5	-4	0.2	-1
COc1cccc(-c2coc3c(C)c4oc(=O)c(CC(=O)O)c(C)c4cc23)c1	3	7	-0.7	7	6	0	-3	0.1	-4
O=C(NCCc1csc(-c2ccc(Cl)cc2)n1)c1cccs1	/	3	-0.5	-4	-25	-5	-4	/	-19
Cc1ccccc1Cn1c(COc2ccc(Cl)cc2)nc2ccccc21	/	62*	-0.9	3	-65*	2	-3	/	-6
CCCCn1c(N)c(N(CCOC)C(=O)c2c(C)noc2C)c(=O)[nH]c1=O	7	5	0.8	9	5	-8	2	-0.2	-18
Cc1cc(F)ccc1S(=O)(=O)Nc1ccccc1C(=O)Nc1ncn[nH]1	-6	3	-0.1	-1	-21	-10	-7	-2.2	-6
COn1c2c(c3c4nonc4ccc31)CCCC2	-3	4	3.1	10	-7	2	-2	1.0	18
O=C(NCc1ccccc1)c1c[nH]c2cc3c(cc2c1=O)OCCO3	20	-1	0.2	3	1	-4	-2	-0.5	-5
COC(=O)c1ccccc1S(=O)(=O)N1Cc2cc([N+](=O)[O-])ccc2Oc2ccccc21	-3	4	0.7	4	-10	-2	2	-0.6	-1
O=C(c1cccnc1)N1N=C2CCCCCC2C1(O)C(F)(F)F (configuration not stated)	-7	4	-0.7	5	0	16	1	-0.9	-16
CC(=O)NCCCCCCNC(C)=O	/	0&0	-0.1&0.2	0&-3	-23&-26	/	-4&0	/	/

Retrieved one by one from the list above:
SMILES	D2 antagonist	D1 ag	TRHR ag	TRHR enhancer	D1 antagonist	D2 PAM	D1 potentiator	D2 ag	RXFP1 antagonist
CSc1nc(C)c(C(=O)C[n+]2ccccc2)cc1C#N	-10	3	1.0	-2	19	-3	-1	0.5	1
CCC(=O)Nc1ccc(C(=O)CSc2nc3ccccc3[nH]2)cc1	10	3	-0.6	-9	14	4	-1	-0.8	?
CC(=O)NCCCCCCNC(C)=O	/	0&0	-0.1&0.2	0&-3	-23&-26	/	-4&0	/	/
Cc1ccc(C)c(NC(=O)CN(CCc2ccccc2)S(=O)(=O)c2ccccc2)c1	/	12	1.8	-1	18	-12	-2	0.9	-9
CCc1ccccc1NC(=O)Cn1c(=O)n(CCCS(=O)(=O)C2CCCCC2)c(=O)c2ccccc21	/	12	-1.1	0	2	6	0	0.1	/
Cn1nnnc1SCCCNCc1cccc(OCc2ccc(Cl)cc2)c1	/	74*	0.4	-2	-15	-19	1	12	-5
COCCCNC(=O)CCc1c(C)nc2cc(-c3ccc(Cl)cc3)nn2c1C	/	7	-0.7	10	-54*	-3	-5	/	/
